Screening data from PubChem.
CHRM4 agonist: human M4 muscarinic receptor agonists, primary screen, CHO-K1 cells, Fluo-8 calcium fluorescence; CHO-K1 hM4/Gqi5; vehicle 0%, full acetylcholine response 100%; activation, % at 3 µM; hit rate 0.14% among 360,000; AID 624127, 2012;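 active = activation above the run mean over all test wells plus 3 SD, cut at about 32% in these data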;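 note: peak over basal fluorescence ratio per well then scaled between controls; 0% = DMSO wells and 100% = acetylcholine at EC100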
CHRM1 PAM: human M1 muscarinic receptor positive allosteric modulators, primary screen, CHO-K1 cells, Fluo-8 calcium fluorescence, 1536-well; Muscarinic acetylcholine receptor M1 (Homo sapiens), P11229; CHO-K1 hM1, ACh EC20; 0% = ACh EC20, 100% = maximal ACh; activation, % at 3 µM; hit rate 0.088% among 360,000; in the data active = activation above about 19%, passing the limit was not always enough
Target sequence (P11229 whole entry, looked up): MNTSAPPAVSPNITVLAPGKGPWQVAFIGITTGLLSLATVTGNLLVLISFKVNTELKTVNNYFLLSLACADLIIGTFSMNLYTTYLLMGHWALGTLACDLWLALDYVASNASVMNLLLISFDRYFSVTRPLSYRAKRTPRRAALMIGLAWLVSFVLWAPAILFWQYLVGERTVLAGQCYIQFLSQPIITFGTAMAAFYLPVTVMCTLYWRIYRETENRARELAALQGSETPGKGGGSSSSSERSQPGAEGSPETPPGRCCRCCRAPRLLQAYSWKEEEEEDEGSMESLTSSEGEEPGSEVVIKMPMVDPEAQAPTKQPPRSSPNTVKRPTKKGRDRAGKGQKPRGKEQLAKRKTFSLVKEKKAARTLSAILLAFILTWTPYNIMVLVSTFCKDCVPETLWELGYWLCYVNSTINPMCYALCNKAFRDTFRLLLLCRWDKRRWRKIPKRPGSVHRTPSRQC
CHO-K1 Ca antag: counter-screen for M1 antagonists: effect in parental CHO-K1 cells; hit rate 0.6% among 360,000; ATP-induced calcium, Fluo-8 fluorescence; inhibition, % at 3 µM;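 active = inhibition above a per-plate cutoff, the plate's mean sample inhibition plus 3 SD, cut at about 24% in these data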;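 note: 0% = DMSO plus EC80 ATP and 100% = DMSO alone without ATP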
M4 antag: human M4 muscarinic receptor antagonists, primary screen, CHO cells, Fluo-8 calcium fluorescence; hit rate 0.73% among 360,000; inhibition, % at 3 µM; Muscarinic acetylcholine receptor M4 (Homo sapiens), P08173; AID 624125, 2012; CHO-hM4 cells, ACh EC80;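 active = inhibition above its plate's cutoff, the mean inhibition of sample wells plus 3 SD, cut at about 27% in these data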;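 note: 0% = acetylcholine EC80 with DMSO and 100% = DMSO without agonist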
M1 antag: human M1 muscarinic receptor antagonists, primary screen, CHO-K1 cells, Fluo-8 calcium fluorescence, 1536-well; Muscarinic acetylcholine receptor M1 (Homo sapiens), P11229; CHO-K1 hM1, ACh EC80 antagonist; inhibition, % at 3 µM; hit rate 1.3% among 360,000; AID 588852, 2011;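 active = percent inhibition above its own plate's cutoff, namely the mean of that plate's compound wells plus 3 SD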;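 note: peak over basal fluorescence ratio during 140 s after agonist addition; 0% = ACh EC80 plus DMSO and 100% = DMSO alone without agonist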
OXTR potentiate: human OXTR potentiators, primary screen, fluorescence, CHO-OTR cells, Fluo-8 calcium | hit rate 0.061% among 320,000 | Fluo-8 calcium fluorescence, potentiator mode; 0% = oxytocin EC15, 100% = EC100 | activation, % at 3 µM | AID 2445, 2010;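 active = activation above that plate's cutoff, the mean activation of tested compounds plus 3 SD, cut at about 6.6% in these data, passing the limit was not always enough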;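 note: 100% uses oxytocin at 75 nM as the full agonist control; some results filed as inactive read as strong as hits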
Target sequence (P30559 whole entry, looked up): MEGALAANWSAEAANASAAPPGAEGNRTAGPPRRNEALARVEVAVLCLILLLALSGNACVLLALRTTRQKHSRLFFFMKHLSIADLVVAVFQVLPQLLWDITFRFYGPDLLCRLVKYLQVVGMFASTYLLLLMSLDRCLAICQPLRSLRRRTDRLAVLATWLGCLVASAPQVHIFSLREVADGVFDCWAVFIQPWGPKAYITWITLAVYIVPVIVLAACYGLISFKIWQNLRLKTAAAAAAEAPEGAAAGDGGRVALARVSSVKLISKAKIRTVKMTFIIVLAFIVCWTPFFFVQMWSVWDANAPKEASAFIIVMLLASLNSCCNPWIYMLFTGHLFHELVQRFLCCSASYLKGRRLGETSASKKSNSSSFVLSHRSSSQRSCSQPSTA
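Material: human OTR in CHO cells. Compound: 3.0 µM, one dose. Timing: compound 6 min at room temperature before oxytocin, 100 s read. Evaluation: % activation of max/min ratio relative to oxytocin controls. Replication: single well per compound, singlicate. Signal: Fluo-8 calcium dye fluorescence.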
CHO parental Ca: ATP-evoked calcium signal inhibitors, parental CHO, primary screen, counter-screen for OX1R antagonist project, cell-based, fluorescence, Fluo-8 calcium dye | parental CHO-K1, ATP-induced calcium, Fluo-8 fluorescence | inhibition, % at 5.6 µM | hit rate 0.63% among 330,000 | AID 463079, 2010;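 active = inhibition above that plate's mean sample inhibition plus 3 SD, cut at about 26% in these data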;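 note: 0% = ATP-challenged DMSO wells and 100% = DMSO wells without ATP; some compounds past the cut are filed as inactive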
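Material: parental CHO cells / Compound: single nominal dose of 5.6 µM per compound / Signal: Fluo-8 fluorescence / Replicates: singlicate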
CHRM1 agonist: human M1 muscarinic receptor agonists, primary screen, Fluo-8 calcium fluorescence, CHO-K1 cells, HTS | hit rate 0.33% among 360,000 | CHO-K1 hM1, agonist mode; 0% DMSO, 100% acetylcholine EC100 | Muscarinic acetylcholine receptor M1 (Homo sapiens), P11229 | activation, % at 3 µM;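 active = activation above the run's mean compound activation plus 3 SD, cut at about 16% in these data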;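 note: peak over basal fluorescence ratio within a 140 s kinetic read after compound addition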
M1 ag parental: counter-screen for M1 agonists: effect in parental CHO-K1 cells; AID 602248, 2012; Fluo-8 calcium fluorescence; scaled to maximal ATP response, vehicle zero; activation, % at 3 µM; hit rate 0.48% among 360,000; in the data active = activation above about 15%;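 note: untransfected CHO-K1 host cells lacking M1 receptor as counterscreen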
The depositor's hits bear a star; · = no result given.

SMILES | CHRM4 agonist | CHRM1 PAM | CHO-K1 Ca antag | M4 antag | M1 antag | OXTR potentiate | CHO parental Ca | CHRM1 agonist | M1 ag parental
Cn1c(CCNC(=O)c2ccccc2)nc2cc(NC(=O)C3CCCCC3)ccc21 | 7 | -1 | -14 | -11 | -10 | -9 | -7 | -1 | 2.3
COc1ccccc1NCC(=O)N/N=C/c1c(O)ccc2ccccc12 | 15 | 13 | -8 | 4 | -18 | -14 | 3 | 3 | 6.2
O=S(=O)(NNc1cccc(Cl)n1)c1ccc(Cl)cc1 | 2 | 3 | 1 | -4 | 3 | · | · | -4 | 3.1
COC(=O)[C@]1(Cc2ccccc2)N[C@H](CN(C)C(=O)Nc2ccccc2)[C@@H]2C(=O)N(Cc3ccccc3)C(=O)[C@@H]21 | 1 | -1 | -5 | -6 | 0 | 2 | -24 | -2 | 0.2
CCOc1cc(C(=O)N/N=C/c2cn(-c3ccccc3)nc2-c2cc3ccccc3o2)cc(OCC)c1OCC | 0 | 12 | -10 | -6 | -21 | · | · | -4 | 2.2
Cc1ccc(S(=O)(=O)NC(C)C(=O)Nc2cccc([N+](=O)[O-])c2)cc1 (stereo unspecified) | 3 | 7 | 12 | -2 | 3 | -12 | -14 | -3 | 0.8
O=C(O)c1c(Cl)c(Cl)c(Cl)c(Cl)c1C(=O)N1CCCC1 | 1 | 13 | -14 | 0 | -13 | -11 | -20 | 0 | 0.5
CC(C)(C)C(=O)Nc1cc2nn(-c3ccccc3)nc2cc1Cl | 0 | 3 | -7 | -3 | 3 | · | · | 0 | 0.1
CCn1c(SCC(=O)N2CCCC2=O)nnc1-c1cccs1 | 2 | 15 | -2 | 11 | -15 | 5 | -8 | -2 | 0.4
CN1CCN(CCCC(=O)c2ccc(C3CCCC3)cc2)CC1 | 13 | -21 | 5 | 7 | 23 | -10 | -8 | -11 | 3.5
CCOc1ccc(S(=O)(=O)N(CC(=O)NC2CCCC2)c2ccc(F)cc2)cc1 | 9 | 11 | -1 | -9 | -1 | -14 | -30 | 0 | 1.4
N=c1ccn2c(n1)OC1C(O)C(CO)OC12 (stereo unspecified) | 0 | 6 | 0 | 2 | -12 | -10 | 1 | 0 | 0.3

The final three records of the part above come first, to join the parts.
SMILES | CHRM4 agonist | CHRM1 PAM | CHO-K1 Ca antag | M4 antag | M1 antag | OXTR potentiate | CHO parental Ca | CHRM1 agonist | M1 ag parental
CN1CCN(CCCC(=O)c2ccc(C3CCCC3)cc2)CC1 | 13 | -21 | 5 | 7 | 23 | -10 | -8 | -11 | 3.5
CCOc1ccc(S(=O)(=O)N(CC(=O)NC2CCCC2)c2ccc(F)cc2)cc1 | 9 | 11 | -1 | -9 | -1 | -14 | -30 | 0 | 1.4
N=c1ccn2c(n1)OC1C(O)C(CO)OC12 (stereo unspecified) | 0 | 6 | 0 | 2 | -12 | -10 | 1 | 0 | 0.3
O=C(/C=C/c1ccc(S(=O)(=O)N2CCOCC2)cc1)Nc1cc(F)ccc1F | 6 | -1 | -9 | -4 | -4 | -7 | -5 | -3 | 4.5
CCOc1cc(S(=O)(=O)NCc2ccncc2)ccc1Cl | 23 | -19 | 55* | 36* | 23 | -32 | 38* | 1 | 12
CN(C(=O)CSc1nnc(COc2ccccc2F)n1N)C1CCS(=O)(=O)C1 (stereo unspecified) | 2 | 18 | 4 | -3 | -20 | 5 | 6 | -2 | 1.4
Cc1ccc(NC(=O)N2CCCCC2)cc1[N+](=O)[O-] | 6 | 12 | -13 | -15 | -2 | -8 | -11 | -3 | 2.8
Cc1ccc(C(=O)Nc2cc(=O)n(C)c(=O)n2C)o1 | 0 | 9 | 0 | 8 | -5 | -2 | -6 | -4 | 0.0
COc1ccc(-c2cc(C(=O)N3CCc4ccccc4C3)no2)cc1 | 0 | 6 | 2 | 3 | -8 | -3 | -5 | -4 | 0.1
CC(CCc1ccccc1)NC(=O)COC(=O)C1CCC(C(C)(C)C)CC1 (stereo unspecified) | -1 | 5 | 13 | -8 | -7 | -7 | -23 | -6 | -0.3
CC(C)(C)c1cc(=O)n2c(C#N)c(C#N)nc2[nH]1 | 0 | 8 | -9 | -4 | -4 | -7 | 3 | -2 | 0.1
Cc1ccccc1CC1(CO)CCCN(C(=O)CCN2CCCO2)C1 (stereo unspecified) | 1 | 7 | -14 | 7 | -6 | -7 | -20 | -5 | 1.1
COc1ccccc1NC(=O)CSc1ccc2nnc(-c3ccccn3)n2n1 | 1 | -2 | 2 | -9 | 6 | 3 | -6 | -2 | 0.1
O=C(NC(=S)Nc1cccnc1)c1cc2ccccc2o1 | 3 | 7 | 1 | -6 | -8 | -16 | -23 | -4 | 2.0
CC(C)=CCC[C@H](C)C[C@@H]1Cc2[nH]c(=S)[nH]c(=O)c2[C@@H](c2ccc(F)cc2)O1 | -1 | · | -8 | 0 | · | · | · | · | 0.8
COCCNC(=O)C1c2cc(OC)c(OC)cc2C(=O)N(C)C1c1cccnc1 (stereo unspecified) | 1 | 7 | -6 | -3 | -12 | -8 | 5 | -1 | 0.1
Cc1c(/C(O)=C2\C(=O)C(=O)N(CCN(C)C)C2c2ccccc2)cnn1-c1ccccc1 (stereo unspecified) | 0 | 7 | -8 | -5 | -8 | 1 | -16 | -4 | 0.8
Cc1cc(C)n2nc(CC(=O)NNC(=O)c3ccccc3Cl)nc2n1 | 1 | 10 | -22 | -9 | -13 | -4 | -17 | -3 | 1.2
O=C1/C(=C/c2ccccn2)SC(=S)N1CCc1ccccc1 | 14 | -5 | 9 | 11 | 5 | -6 | -1 | -1 | 3.5
COc1ccc(-c2cn(Cc3ccc(C)cc3)nn2)cc1 | 1 | 2 | -14 | 3 | -11 | -9 | -12 | -1 | 0.1
COc1ccc(NC(=O)COC(=O)c2c(C)noc2C)c(OC)c1 | 2 | 7 | -4 | -5 | -15 | -13 | -20 | -1 | 0.1
CN(C)CCC#CC(O)(c1ccccc1)c1ccccc1 | 1 | -25 | 2 | 32* | 65* | -5 | -11 | -8 | 10
O=C(O)CN1CCN(Cc2ccccc2F)C1=O | 0 | 5 | -16 | 3 | -3 | -1 | 5 | -2 | 0.2
CCN(CC)c1cc(CS(=O)c2ccccc2)nc(-c2ccccc2)n1 (stereo unspecified) | 4 | 5 | -16 | -1 | -6 | 1 | -39 | 0 | 1.9
Nc1nc(CN2CCN(Cc3ccccc3)CC2)nc(Nc2ccc3c(c2)OCCO3)n1 | 4 | -5 | -3 | -22 | 10 | -11 | 3 | -5 | 1.3
COCn1cnc(-c2ccccc2)c1-c1ccccc1 | 1 | 14 | -14 | 5 | -8 | -9 | -15 | -1 | 0.3
CCOc1cnc(-c2ccccc2F)o1 | 0 | 7 | -4 | -4 | -1 | -4 | -1 | -1 | 0.1
COc1ccc(Cl)cc1CN1C(=O)C(Cc2ccccc2)ON=C1C (stereo unspecified) | 6 | -5 | -7 | -17 | -4 | · | · | -4 | 1.0
CC(O)C(NS(=O)(=O)c1ccc(Cl)cc1)C(=O)OCc1nnc(-c2ccccc2)o1 (stereo unspecified) | 6 | 10 | -7 | 1 | -14 | -18 | -23 | 1 | 2.1
COC(=O)c1cc(NS(=O)(=O)c2cccc(Cl)c2)ccc1N1CCOCC1 | 4 | -3 | 1 | 5 | 7 | 0 | -11 | 1 | 3.0
O=C(CNc1ccc(C(F)(F)F)cc1)Nc1cccc(S(=O)(=O)N2CCCC2)c1 | 8 | 3 | -14 | -5 | -4 | -9 | -10 | -3 | 3.6
Cc1cccn2c(=O)c3cc(C(=O)NC4CCS(=O)(=O)C4)sc3nc12 (stereo unspecified) | 1 | 4 | 3 | -12 | -7 | -7 | 12 | -8 | 0.1
CCN(CC)S(=O)(=O)c1ccc(C)c(NC(=O)COc2ccc(Br)cc2Cl)c1 | 1 | -1 | 3 | 15 | -2 | -9 | -15 | -6 | -0.2
Cc1ccc(NS(=O)(=O)c2ccc(-c3csc(C)n3)s2)c(C)c1 | 2 | -9 | -2 | -10 | 22 | -5 | -9 | -3 | 4.0
COc1ccccc1NC(=O)Nc1c(C)n(C)n(-c2ccccc2)c1=O | 1 | 8 | -1 | -5 | -13 | 2 | -2 | -7 | 0.8
CCN(CC)C(=O)CSc1nnc2nnc3cc(C)ccc3n12 | 0 | 5 | -3 | 2 | -5 | -3 | -21 | -5 | 0.3
Cc1nnc(NCc2ccccc2)c2ccccc12 | 0 | 2 | 0 | 1 | -7 | -10 | 4 | -7 | -0.2
NC(=O)c1ccccc1NC(=O)CCCCCn1nnc2ccccc2c1=O | 2 | 13 | 8 | -23 | -5 | -1 | -10 | 4 | 0.3
C/C(=N/NC(=O)c1cc(-c2ccc(Cl)s2)[nH]n1)c1ccco1 | 2 | 8 | 1 | -1 | -4 | -9 | -10 | -1 | 0.7
Cc1ccc(CN(C)C(=O)c2cccc(S(=O)(=O)N3CCN(Cc4ccccc4)CC3)c2)o1 | 9 | 0 | -8 | -5 | -9 | -12 | -18 | 0 | 7.0
O=C(Nc1ccccc1)Nc1nnc(COc2ccccc2F)s1 | 7 | 8 | 7 | -3 | -11 | -13 | -13 | 3 | 4.1
COc1ccc(C(=O)NCCS(=O)(=O)NCC2CCCO2)cc1 (stereo unspecified) | 0 | 12 | 8 | 8 | -10 | -2 | -24 | -1 | 0.3
COc1cc(NS(=O)(=O)c2ccc3c(c2)n(C)c(=O)n3C)cc(OC)c1 | 8 | 7 | -8 | -1 | -4 | -13 | -9 | -2 | 4.3
CCCC(=O)Nc1ccc(S(=O)(=O)N2CCC(c3nc4ccccc4[nH]3)CC2)cc1 | 2 | 2 | 9 | -12 | -4 | 3 | -11 | -4 | 0.0
CC(C)OC(=O)NCN1C(=O)C2C3C=CC(C3)C2C1=O (stereo unspecified) | 0 | 5 | 1 | 10 | -11 | -4 | -8 | -1 | 0.1
CCOC(=O)c1c(OCCO)nn(-c2ccc(Cl)cc2)c1N | 14 | -9 | 33* | 8 | 7 | 2 | -9 | -2 | 3.4
COc1ccc(C(=O)Nc2ccc(C(=O)OCC(=O)c3cccc4ccccc34)cc2)cc1 | 3 | -2 | 5 | -4 | 5 | -5 | -7 | -3 | 1.4
CCNC(=O)NC(=O)CSc1ccc2ccccc2c1 | 1 | 4 | 13 | -2 | 0 | -6 | -4 | -6 | 0.2
CCOC(=O)[C@]12CCC=C1N(CCC1=CCCCC1)C(=O)[C@H](CC(=O)NCc1ccccc1)C2 | 0 | · | -19 | -12 | · | · | · | · | 0.9
CCOC(=O)CCc1c(C)nc2c(c(C)nn2-c2ccc(C)cc2)c1C | 0 | 8 | -16 | -21 | -15 | 5 | 4 | -3 | 2.1
